Source: PubChem BioAssay
HCMV antiviral = blocks human cytomegalovirus replication. HFF cells, HCMV-luciferase reporter, 72 h; stronger effect = lower value. activity change, negative = inhibition, % at 57.5 µM. 4.5% of 410,000 active. AID 1259415; in the data active means activity change below about -60%; inconclusive means no clear call, values can overlap the other calls; inactive means above about -39%
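Compounds were evaluated in HFFs infected with an HCMV luciferase reporter virus (MOI 1 PFU/cell). Luciferase in lysates collected 72 h post infection served as the replication measure.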
Starred values were filed as active, the others as inactive; ? = inconclusive. On the % scale 0 is the no-effect control and ±100 the full control effect. These rows are one share of the data; rates above refer to the full screens.

SMILES	HCMV antiviral
C[C@@H]1CN([C@@H](C)CO)C(=O)CCCn2nncc2CO[C@@H]1CN(C)C(=O)c1ccncc1	21
COc1ccc(OCCNC(=O)C2(C)CCN2Cc2ccc(SC)cc2)cc1 (stereo not drawn)	15
COc1c(C)cc(C(O)c2ncc(-c3ccccc3Cl)[nH]2)cc1C (stereo not drawn)	23
Cc1cccc(NC(=O)CSc2nnc3ccc(-c4cccnc4)nn23)c1	22
CC1(C(=O)NS(=O)(=O)C2CC2)CCCN(C(=O)c2ccccc2OC(F)(F)F)C1 (stereo not drawn)	-35
O=C(N[C@H]1CC[C@@]23CCCN2C(=O)CCC[C@H]3[C@H]1Cc1ccccc1)C(c1ccccc1)c1ccccc1	-18
Cn1cc(C=O)c2nccnc21	28
CN(C)Cc1ccccc1CNC(=O)c1cccc(S(=O)(=O)Nc2ccc3c(c2)OCO3)c1	-24
O=C(Nc1nnc([C@@H]2C[C@H](O)[C@@H](CO)O2)s1)c1cccc(OC(F)(F)F)c1	-84*
COc1ccc(-c2cc(C(=O)Nc3ccc(NC(C)=O)cc3)[nH]n2)c(C)c1	88
N#Cc1ccccc1S(=O)(=O)N1CCN(c2nc(-c3ccccc3)nc3ccccc23)CC1	-22
CC1(C(=O)NS(=O)(=O)C2CC2)CCN(C(=O)c2cccc(Cl)c2)C1 (stereo not drawn)	8
Cc1cccc(S(=O)(=O)NC(=O)C2(C)CCN2C(=O)CCC2CCCC2)c1 (stereo not drawn)	-32
CCc1nc2c(OCc3ccc(C(F)(F)F)cc3)cccn2c1N(C)C(C)=O	13
COC(=O)C[C@H]1C[C@@H]2c3cc(NS(=O)(=O)c4cccc(OC)c4)ccc3O[C@@H]2[C@@H](CO)O1	-22
Cn1c(Oc2cccnc2CN2CCCC2)nc2cc(-c3cccc(C(F)(F)F)c3)sc2c1=O	-19
COc1ccc(-c2cnc(C(O)c3ccc(-c4ccccc4)cc3)[nH]2)cc1 (stereo not drawn)	6
CC1=C(O)C(=O)C(c2c(C)cc(C)c(Br)c2C)=C(O)C1=O	13
O=S1(=O)C[C@H](N2CCC(Cc3ccccc3)CC2)[C@@H](COCc2ccccc2)N1	-10
CNC[C@@H]1OCc2ccccc2-c2c(n(C)c3ccccc23)C(=O)N([C@H](C)CO)C[C@@H]1C	-3
CCCCN(CCCC)Cc1cc(=O)oc2cc(OC)c(Cl)cc12	6
CCc1ccc([C@@H]2CC(=O)[C@@H]3CN(S(=O)(=O)c4ccccc4)[C@H](c4ccc(OC)cc4)C[C@@H]3N2S(=O)(=O)c2ccc(C)cc2)cc1	-3
O=C(NCc1cccnc1)c1ccc2sc([C@H]3C[C@H](O)[C@@H](CO)O3)nc2c1	-13
COc1ccc(Cl)cc1-c1cc(C(=O)NCc2cccc(Cl)c2)[nH]n1	-2

Looked up one by one from the list above:
SMILES	HCMV antiviral
CC1=C(O)C(=O)C(c2c(C)cc(C)c(Br)c2C)=C(O)C1=O	13
COC(=O)C[C@H]1C[C@@H]2c3cc(NS(=O)(=O)c4cccc(OC)c4)ccc3O[C@@H]2[C@@H](CO)O1	-22

Additional structures follow:
SMILES	HCMV antiviral
CC1=C(C(=O)N(C(C)C)C(C)C)CC(CC(=O)NCCN2CCOCC2)C(=O)N1CCC1=CCCCC1 (stereo not drawn)	-1
CCOC(=O)CN(C(=O)c1snc(C(N)=O)c1N)C(C(=O)NCCC(C)C)c1ccc(C)cc1 (stereo not drawn)	-16
Cc1ccc(NC(=O)[C@H](Cc2ccccc2)NC(=O)CC[C@H]2O[C@@H](n3ccc(=O)[nH]c3=O)[C@H](O)[C@@H]2O)cc1C	-6
COc1ccc([N+](=O)[O-])cc1NC(=O)COC(=O)C12CC3CC(CC(O)(C3)C1)C2	-24
NC(c1ccccc1)c1cccs1 (stereo not drawn)	43
C[C@@H]1CN([C@@H](C)CO)C(=O)c2cc(Br)cnc2O[C@H]1CN(C)C(=O)C1CC1	-24
COCCNC(=O)C1(C)CCN(Cc2cccc(Oc3ccccc3)c2)C1 (stereo not drawn)	-31
CCC(c1nnnn1-c1ccc2c(c1)OCCO2)N1CCN(C)CC1 (stereo not drawn)	-6
CCCCNC(=O)C[C@@H]1C[C@@]2(C(=O)OCC)CCCC=C2N(Cc2ccccc2)C1=O	-3
C[C@H]1CN([C@@H](C)CO)C(=O)CCCn2cc(nn2)CO[C@@H]1CN(C)C(=O)Nc1ccc(C(F)(F)F)cc1	1
C[C@H]1O[C@H](C2CCCC2)CC2=C1C(=O)OC(C)(C)O2	31
COc1ccc(Sc2cccc(Cl)c2)c(C(=O)O)c1	-6

2 entries from above, set out differently:
| smiles | HCMV antiviral |
| --- | --- |
| Cc1ccc(NC(=O)[C@H](Cc2ccccc2)NC(=O)CC[C@H]2O[C@@H](n3ccc(=O)[nH]c3=O)[C@H](O)[C@@H]2O)cc1C | -6 |
| COc1ccc([N+](=O)[O-])cc1NC(=O)COC(=O)C12CC3CC(CC(O)(C3)C1)C2 | -24 |

(next part)
SMILES	HCMV antiviral
COCCNC(=O)C1(C)CCCN(C(=O)c2cc(F)cc(F)c2)C1 (stereo not drawn)	-40
COc1cc(NC(=O)C2CC(c3ccccc3O)=NO2)cc(OC)c1OC (stereo not drawn)	12
O=C(NCc1ccccc1)C(c1ccccc1F)n1c(=O)c(-c2ccco2)nc2ccccc21 (stereo not drawn)	126
CC1=C(C(=O)N2CCOCC2)CC(CC(=O)NCc2cccs2)C(=O)N1Cc1ccccc1 (stereo not drawn)	14
CC(=O)NCCNc1nc2cc(-c3ccc(Cl)cc3C)sc2c(=O)n1C	35
Cc1ccc([C@@H]2CC(=O)[C@@H]3CN(S(=O)(=O)c4ccc(C)cc4)[C@H](c4ccc(Cl)cc4)C[C@@H]3N2S(=O)(=O)c2ccc(Cl)cc2)cc1	-14
O=C(c1ccc(Cl)c(Cl)c1)N1CCC(=O)N([C@H](COCc2ccc(Cl)cc2)Cc2ccccc2)CC1	19
COc1ccc2c(CN(Cc3ccccc3)Cc3ccccc3)cc(=O)oc2c1	2
COc1ccc(C2=Nc3ccccc3N(C(=O)c3cccnc3)C2C(=O)NC2CCCC2)cc1 (stereo not drawn)	17
O=C(c1cnccn1)N(CCO)C(c1ccc(-c2ccccc2)cc1)c1nc2ccccc2[nH]1 (stereo not drawn)	57
C[C@H](CO)N1C[C@H](C)[C@@H](CN(C)S(C)(=O)=O)OCc2cnnn2CCCC1=O	3
CC(C)[C@H](NC(=O)OC(C)(C)C)c1cc(C(=O)N[C@@H](C)c2ccccc2)c(N)s1	-18
COc1ccccc1-c1cnc(C(O)c2c(C)cc(C)cc2C)[nH]1 (stereo not drawn)	15
Cc1ccc(S(=O)(=O)CCC(=O)OCC(=O)Nc2sccc2C#N)cc1	18
CCOC(=O)C1(C)CCCN1C(=O)c1ccccc1OC (stereo not drawn)	-2
O=C1C[C@@H]2C(=O)N(c3ccccc3)C(=O)[C@@H]2[C@@H]2CN(S(=O)(=O)c3ccccc3)[C@@H](c3ccccc3)[C@H]12	6
CCN(C(=O)CN(C1=NC2CS(=O)(=O)CC2S1)c1ccc(OC)cc1)c1cccc(C)c1 (stereo not drawn)	-21
Cc1cn([C@H]2C[C@H](O)[C@@H](/C=C/C(=O)NCCc3ccc4ccccc4c3)O2)c(=O)[nH]c1=O	6
C=C1[C@@H](C)CN[C@@H]1CCO	-1
CN1OC[C@@H]2CN[C@H](c3ccc(Br)cc3)C[C@@H]21	-17
Cc1cccc(C)c1NC(=O)C1(C)CSCC(=O)N1Cc1ccco1 (stereo not drawn)	-9
CCCc1nc2c(C)cc(Br)cn2c1Cc1cccc(F)c1	66
O=C(NCCc1c[nH]c2ccccc12)c1ccc([N+](=O)[O-])o1	-34
CSc1ncnc2c1ncn2CCCNCC1CCCCC1	8
O=C(NCCN1CCC(n2c(=O)[nH]c3ccccc32)CC1)c1ccc(OC(F)(F)F)cc1	-16
COc1cc2nc3n(c(=O)c2cc1OC)-c1cc2ccccc2cc1C(=O)NC3Cc1ccccc1 (stereo not drawn)	-26
Cc1noc(C)c1-c1ccc(C(=O)Nc2ccccc2)c2occc12	185
CC(C)C[C@@H]1COc2cccc(N3CCN(C)CC3)c2S(=O)(=O)N1	9
CCOC(=O)Nc1cc(=O)c([N+](=O)[O-])c(N)[nH]1	10
CCCN(C)C1CN(Cc2cn(Cc3ccc(Cl)cc3)nn2)S(=O)(=O)C1 (stereo not drawn)	17
COc1ccc(S(=O)(=O)N(C)C[C@H]2OCCCC[C@H](C)Oc3ccc(NC(=O)Nc4ccc(F)cc4)cc3C(=O)N([C@H](C)CO)C[C@H]2C)cc1	5
COC1OC(c2ccccc2)=C(c2cnc(N)nc2)c2ccc(F)cc21 (stereo not drawn)	-4
Nc1nccc(N2CCCCC2)n1	-1
CCCCN1C(=O)C(CC(=O)NCCc2ccccn2)CC(C(=O)N(C)C)=C1C (stereo not drawn)	36
O=C1CCCN1C1CCN(Cc2ccccc2)S(=O)(=O)N1 (stereo not drawn)	8
COc1ccccc1C(=O)NCC(=O)OCc1nnc(-c2ccccc2)o1	-4

Look-ups from the results shown:
In HCMV antiviral, `Nc1nccc(N2CCCCC2)n1` is entered as -1
In HCMV antiviral, `COc1ccccc1C(=O)NCC(=O)OCc1nnc(-c2ccccc2)o1` is entered as -4
In HCMV antiviral, `COc1ccc(S(=O)(=O)N(C)C[C@H]2OCCCC[C@H](C)Oc3ccc(NC(=O)Nc4ccc(F)cc4)cc3C(=O)N([C@H](C)CO)C[C@H]2C)cc1` is entered as 5
In HCMV antiviral, `CCOC(=O)Nc1cc(=O)c([N+](=O)[O-])c(N)[nH]1` is entered as 10
In HCMV antiviral, `COc1cc2nc3n(c(=O)c2cc1OC)-c1cc2ccccc2cc1C(=O)NC3Cc1ccccc1` (stereo not drawn) is entered as -26
In HCMV antiviral, `Cc1noc(C)c1-c1ccc(C(=O)Nc2ccccc2)c2occc12` is entered as 185

Back to the main list, starting 5 compounds before the break.
SMILES	HCMV antiviral
COC1OC(c2ccccc2)=C(c2cnc(N)nc2)c2ccc(F)cc21 (stereo not drawn)	-4
Nc1nccc(N2CCCCC2)n1	-1
CCCCN1C(=O)C(CC(=O)NCCc2ccccn2)CC(C(=O)N(C)C)=C1C (stereo not drawn)	36
O=C1CCCN1C1CCN(Cc2ccccc2)S(=O)(=O)N1 (stereo not drawn)	8
COc1ccccc1C(=O)NCC(=O)OCc1nnc(-c2ccccc2)o1	-4
CC(C)NC(=O)N(C)C[C@H]1Oc2cc(Br)ccc2S(=O)(=O)N([C@H](C)CO)C[C@H]1C	27
O=C(NCc1ccccc1)c1cccc2c(-c3cccnc3)coc12	-7
COc1cccc(NC(=O)N2CCc3nc(Nc4cc(Cl)cc(Cl)c4)ncc3C2)c1	-67*
Cc1ccc(Cc2c(-c3ccc(Cl)cc3)nc3c4ccccc4ccn23)cc1	-32
CCOC(=O)C1(C)CCCCN1C(=O)c1ccnc(Cl)c1 (stereo not drawn)	5
CCCCCCCCN1C(=O)[C@H](CC(=O)NCc2cccc3ccccc23)C[C@@]2(C(=O)OCC)CCC=C12	-30
Cc1cccc(C)c1-n1nnnc1C(c1cccc2ccccc12)N1CCN(C/C=C/c2ccccc2)CC1 (stereo not drawn)	-7
C[C@@H]1CN([C@@H](C)CO)C(=O)c2ccccc2-c2ccccc2CO[C@@H]1CN(C)S(=O)(=O)c1ccc(C(F)(F)F)cc1	0
Cc1ccc(C(=O)NCC(=O)N(C)Cc2ccccc2C)s1	26
COc1ccc(CN2C[C@@H](CO)O[C@@H](n3cnc4c(NC5CC5)ncnc43)C2)cc1	-22
COCOCCn1cc(CN2CCS(=O)(=O)N(Cc3ccc(-c4ccc(C)cc4)cc3)C(CC(C)C)C2=O)nn1 (stereo not drawn)	-3
CC(=O)c1cc2c(cc1NC(=O)CSc1nnc(C3CC3)n1C)OCO2	-14
CC(C)CNC(=O)C1C(=O)Nc2ccccc2C(=O)N1C(C)(C)C (stereo not drawn)	18
CCC(=O)N1CCC1(C)C(=O)Nc1cccc(OC)c1 (stereo not drawn)	12
CC1=C(C(=O)N2CCCCCC2)CC(CC(=O)NCC2CCCCC2)C(=O)N1CCCN1CCCC1=O (stereo not drawn)	2
C(=C\c1ccccc1)/CN1CCN(C(c2cccc3ccccc23)c2nnnn2Cc2ccccc2)CC1 (stereo not drawn)	-8
COc1ccc(CNS(=O)(=O)c2cc(Br)ccc2Br)c(OC)c1	-3
CC1=C(C(=O)N2CCOCC2)CC(CC(=O)NCCCN(C)C)C(=O)N1CCCN1CCCC1=O (stereo not drawn)	5
CN(Cc1ccccc1)c1cc2c(c3c1ccn3C)C1CCC2O1 (stereo not drawn)	7
Cc1cccc(C)c1NC(=O)C(c1ccncc1)n1c(=O)c(-c2cc3ccccc3[nH]2)nc2ccccc21 (stereo not drawn)	56
CCCCc1c(Cc2ccccc2)ncn1CCc1ccccc1OC	-76*
Brc1ccc([C@H]2C=C[C@H]3CCCN4CC[C@H]2[C@@H]3[C@]42CO2)cc1	?
O=C(Nc1ccccc1)c1cccc2c(-c3cccnc3)coc12	44
CN(c1cccc(F)c1)c1cc2c(c3c1ccn3C)C1CCC2O1 (stereo not drawn)	3
Cc1cc(CNC[C@H]2O[C@@H](n3cnc4c(N)ncnc43)[C@H](O)[C@@H]2O)no1	-1
O=C(O)c1nn(Cc2ccc(Cl)cc2)c2ccccc12	-4
COc1ccccc1-c1nc(-c2ccc(C(=O)O)cc2)no1	2
CN(C)Cc1csc(Nc2ccc(C(F)(F)F)cn2)n1	45
Cc1cc(F)ccc1NC(=O)c1ccc(NS(=O)(=O)c2cccs2)cc1	-21
CCCCCCCCN1C(=O)[C@@H](CC(=O)NCCC(C)C)C[C@@]2(C(=O)OC)C1=C[C@H](C1CCCC1)O[C@@H]2C	31
CN1OC[C@@H]2CN(C(=O)CCc3ccccc3)[C@H](c3ccc(-n4ccnc4)cc3)C[C@@H]21	54
[O-][n+]1cc(Cl)cc(Cl)c1	-13
COc1ccc(NC(=O)C2(C)CCN2Cc2csc3ccccc23)cc1OC (stereo not drawn)	1
CC1(C(=O)NS(=O)(=O)c2ccccc2)CCN1C(=O)c1ccccc1CCc1ccccc1 (stereo not drawn)	-14
COc1ccc(CNC(=O)COC(=O)c2cc(C)oc2C)cc1	-10
CC(C)c1ccc(-n2nnnc2SCc2nc(N)nc(N)n2)cc1	-40
CCCCN1C(=O)C(=O)NC[C@@H]1CC1CCCCC1	40
COc1ccc(NC(=O)C2Cc3c(-c4ccc(NC(C)=O)cc4)ccnc3O2)cn1 (stereo not drawn)	13
